CYP2C9 inh: blockers of cytochrome P450 2C9 activity – biochemical, luminescence, ADME assay, primary screen; CYP2C9 Supersomes, luciferin-H conversion; inhibition, % at 5 µM; 96,000 compounds, 20% hits; AID 777, 2007;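 active = blocking of liver enzyme CYP2C9 beyond about 50% at 5 µM, limit read from the data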; note: values of inactives mirror those of a sister screen read the other way
CYP2C19 activ: human CYP2C19 activators, primary screen, biochemical, luminescence. AID 1025, 2008. Cytochrome P450 2C19 (Homo sapiens), P33261. recombinant CYP2C19, luciferin-H EGE luminescence; hits give high values; 0 = fully inhibited enzyme, 1 = untreated enzyme. activation factor at 5 µM. 96,000 tested, under 10 active;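 active = activation factor of at least 2 at 5 µM in the primary screen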;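 note: 0 = wells with 2.5 mM tranylcypromine and 1 = vehicle-only wells; values of inactives mirror those of a sister screen read the other way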
EphB4 antag: EphB4-ephrin-B2 interaction antagonists, primary screen, biochemical, TNYL-RAW peptide probe, fluorescence polarization; Ephrin type-B receptor 4 (Homo sapiens), P54760; EphB4 LBD / TNYL-RAW-Alexa532 peptide; inhibition, % at 7 µM; 97,000 compounds, 0.15% hits; AID 720, 2007;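 active = inhibition above the screen-wide mean inhibition plus 3 SD, cut at about 15% in these data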;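 note: 0% = DMSO wells and 100% = excess unlabeled TNYL-RAW peptide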
CYP2C19 inhib: blockers of cytochrome P450 2C19 activity – biochemical, luminescence, ADME assay, primary screen | P33261 | CYP2C19 Supersomes, luciferin-H EGE luminescence, 30 min | inhibition, % at 5 µM | 96,000 compounds, 21% hits | AID 778, 2007;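 active = CYP2C19 inhibition above a set limit at 5 µM in the primary screen, cut at about 50% in these data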;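 note: plate controls were negative control wells for no effect and 2.5 mM tranylcypromine positive control for full effect; values of inactives mirror those of a sister screen read the other way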
PostGolgi yeast: phenotypic screen on post-Golgi transport, primary screen; post-Golgi transport phenotypic cell assay; inhibition, % at 10 µM; 98,000 compounds, 0.9% hits; AID 739, 2007; in the data active = inhibition above about 30%;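 note: yeast cells grown in 1536-well plates; yeast grown about 18 h at 30C before absorbance read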
CYP2C9 activ: human CYP2C9 activators, primary screen, biochemical, luminescence; recombinant CYP2C9, luciferin-H conversion; hits give high values; factor 1 = untreated enzyme, 0 = blocked; activation factor at 5 µM; 96,000 compounds, 1.4% hits;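 active = activation factor of 2 or more for CYP2C9 at a 5 µM dose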;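 note: 0 = sulfaphenazole-blocked wells and 1 = vehicle-only wells; values of inactives mirror those of a sister screen read the other way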
PLAP activator: PLAP enzyme activators, biochemical, luminescence, HTS | purified PLAP enzyme, luminescent substrate read-out; hits give high values | 96,000 compounds, 1.2% hits | activation fold at 20 µM; in the data active = activation fold above about 2
Ecoli WT expand: growth inhibitors of wild-type E. coli, primary screen, strain BW25113, expanded library, OD600 | OD600 absorbance | growth inhibition, % at 100 µM | 98,000 compounds, 0.15% hits;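 active = growth inhibition above about 50% at one test dose, limit read from the data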;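 note: growth measured after 20 h incubation at 37 °C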
PTK2B oligo ant: antagonists of Pyk2 self-association, primary screen, Q293 cells, FERM NanoBiT luminescence, HTS; z-score (the deposit names both 25 µM and 10 µM); hits give low values; AID 1347419, 2020; 99,000 compounds, 0.83% hits;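 active = Z-score of -3 or lower, scaled per plate to the spread of control and sample wells; inactive = z-score above -3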;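 note: negative z-score means lost luminescence so less FERM oligomerization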
Target sequence (Q14289 whole entry, looked up): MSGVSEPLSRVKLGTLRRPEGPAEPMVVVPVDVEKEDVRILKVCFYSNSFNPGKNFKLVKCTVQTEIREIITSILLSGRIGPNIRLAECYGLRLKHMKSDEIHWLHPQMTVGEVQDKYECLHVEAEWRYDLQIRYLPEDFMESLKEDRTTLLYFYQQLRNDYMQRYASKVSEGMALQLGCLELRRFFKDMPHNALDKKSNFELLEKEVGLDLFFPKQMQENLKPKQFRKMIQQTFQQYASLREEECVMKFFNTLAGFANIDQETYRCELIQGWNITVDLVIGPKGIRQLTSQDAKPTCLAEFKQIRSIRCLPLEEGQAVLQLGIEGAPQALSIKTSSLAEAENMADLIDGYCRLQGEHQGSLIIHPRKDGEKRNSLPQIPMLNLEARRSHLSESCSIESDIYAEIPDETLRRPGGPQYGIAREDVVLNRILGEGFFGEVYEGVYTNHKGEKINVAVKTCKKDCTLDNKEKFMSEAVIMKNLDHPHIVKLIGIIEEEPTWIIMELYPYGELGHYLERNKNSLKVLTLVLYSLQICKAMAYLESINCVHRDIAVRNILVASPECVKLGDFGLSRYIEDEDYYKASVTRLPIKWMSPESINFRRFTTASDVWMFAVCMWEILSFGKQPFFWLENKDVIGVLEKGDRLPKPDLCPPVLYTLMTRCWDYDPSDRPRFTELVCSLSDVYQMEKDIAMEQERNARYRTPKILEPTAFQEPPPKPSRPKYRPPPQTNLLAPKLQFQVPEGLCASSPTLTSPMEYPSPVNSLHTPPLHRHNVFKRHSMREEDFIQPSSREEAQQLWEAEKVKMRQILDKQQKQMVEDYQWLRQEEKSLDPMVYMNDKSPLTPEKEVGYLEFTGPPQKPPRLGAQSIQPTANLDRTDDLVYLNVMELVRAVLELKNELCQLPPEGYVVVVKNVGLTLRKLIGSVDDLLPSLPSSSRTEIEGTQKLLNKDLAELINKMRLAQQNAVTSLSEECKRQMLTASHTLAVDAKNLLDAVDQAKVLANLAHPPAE
An asterisk follows results filed as active; . = no result given.

compound,CYP2C9 inh,Ecoli WT expand,CYP2C19 activ,CYP2C19 inhib,PostGolgi yeast,PTK2B oligo ant,CYP2C9 activ,EphB4 antag,PLAP activator
Nc1ccc(C(=O)OCc2nc3ccccc3[nH]2)cc1,9,23,0.2,81*,16,0.15,0.9,8,0.8
CCc1cc2cc(C)c(C)cc2nc1SCC(=O)NNC(=O)c1ccco1,8,-12,0.9,9,1,-0.13,0.9,2,0.9
O=C(Nc1ccccc1-c1nnn(CC(=O)N2CCc3ccccc3C2)n1)C1CCC1,65*,1,0.8,20,3,-0.1,0.4,-1,0.9
CCN(CC)CCCN1C(=O)C(=O)/C(=C(/O)c2ccccc2)C1c1cc(OC)ccc1OC (stereo not drawn),1,.,1,1,.,-0.17,1,.,1
CCCc1c(C)c2cccc(C)c2[nH]c1=O,1,0,0.8,24,2,-0.37,1,5,0.8
CCC(C(=O)OC)n1cnc2c(cnn2-c2ccc(Cl)cc2)c1=O (stereo not drawn),22,-2,1,-4,1,0.18,0.8,-4,1
CC(=O)c1cccc(NC(=O)c2ccc(N(Cc3ccccc3)S(C)(=O)=O)cc2)c1,13,0,0.9,6,2,-1.6,0.9,2,1
CCOC(=O)c1c(C)[nH]c(N=Nc2ccccc2)c1C,33,-3,0.8,19,-4,-1.7,0.7,4,1.2
O=C(CN1CCCCC1)Nc1ccc(F)c(Cl)c1,8,7,0.2,81*,3,2.2,0.9,.,0.8
CCOC(=O)C1=NN(C(=O)Nc2cccc(C(F)(F)F)c2)C2C(=O)N(c3cccc(C(F)(F)F)c3)C(=O)C12 (stereo not drawn),45,-4,0.6,35,1,0.48,0.6,-3,1.4
COc1ccc(-c2noc(CCC(=O)NCCCN3CCC(Cc4ccccc4)CC3)n2)cc1,9,-2,0.7,26,7,0.76,0.9,0,1.6
CCCc1cc(=O)[nH]c(SCc2nc3ccccc3s2)n1,39,1,0.6,44,-2,0.1,0.6,2,1
O=C(Nc1nc(-c2ccc(S(=O)(=O)N3CCCC3)cc2)cs1)c1cccs1,62*,-8,0.7,33,-12,-3.2*,0.4,-3,0.9
O=C(NCc1cccc(C(F)(F)F)c1)C1CCCN(c2ncccn2)C1 (stereo not drawn),2,6,0.5,46,4,-0.68,1,0,1
c1ccc(-c2nc(N3CCOCC3)c3ccccc3n2)nc1,16,3,1,2,0,1.9,0.8,-1,1.6
Cc1ccc(S(=O)(=O)NCCSc2nnnn2C)cc1,-3,10,0.6,40,-2,-0.39,1,-7,0.8
COCCn1c(=S)[nH]c2ncccc2c1=O,6,0,1,2,10,0.15,0.9,0,1
Cc1ccc(NC(=O)c2cccc(Cl)c2)nc1,-6,4,0.8,18,-1,-0.63,1.1,0,0.9
CCOC(=O)c1cc2sc(C)cc2n1CC(=O)N1CCN(C(=O)c2ccco2)CC1,20,7,0.8,17,6,1.7,0.8,5,1.5
Cc1cc(C)n(CCSCC(=O)O)n1,-1,0,1,-2,13,0.2,1,1,1.1
c1ccc(Oc2cc(-c3ccccc3)ncn2)cc1,13,4,0.3,66*,1,-0.58,0.9,-3,0.9
COCCn1c(C)cc2c(c1=O)C(c1ccco1)C(C#N)=C(N)O2 (stereo not drawn),3,0,1,-4,-5,0.38,1,5,1
O=C(CSc1n[nH]c(-c2ccncc2)n1)NCCc1ccccc1,97*,5,0.1,92*,-4,1.5,0,-2,0.9
COc1cc(OC)c(C#N)c(S(=O)(=O)Cc2ccccc2)c1,-44,-1,0,96*,-11,-1,1.4,9,1
COc1ccc(S(=O)(=O)N2CCCC(C(=O)Nc3cccnc3)C2)cc1Cl (stereo not drawn),.,-7,.,.,11,1.2,.,4,.
COCC(C)NC(=O)CSc1nc(-c2ccccc2)c(-c2ccccc2)o1 (stereo not drawn),50,5,0.4,59*,0,-2,0.5,-2,1.6
O=C(Nc1ccc(C(F)(F)F)cc1Cl)c1ccc(Cn2cc(Br)cn2)o1,-25,1,0.7,31,-1,1.3,1.2,-7,1
O=C(Nc1ccccc1N1CCCCC1)c1ccco1,27,11,0.7,26,2,-0.16,0.7,5,0.9
COc1ccc(S(=O)(=O)N2CCCC2C(=O)NCc2cccs2)cc1 (stereo not drawn),-210,4,0.3,68*,2,0.15,3.1*,2,1
COC(=O)C1=C(N)Oc2cc(C)n(CC3CCCO3)c(=O)c2C1c1ccccc1 (stereo not drawn),22,1,0.9,10,2,-0.35,0.8,0,1.2
CCOc1ccc(NC(=O)CC2C(=O)N(c3ccccc3)C(=O)N2Cc2ccccn2)cc1 (stereo not drawn),24,-4,0.7,33,18,-0.32,0.8,7,1.7
CCc1ccc(C2CC(c3ccc(F)cc3)Nc3nc(N)nn32)cc1 (stereo not drawn),3,3,0.5,51*,-13,.,1,.,1.1
O=C(CCCCCNS(=O)(=O)c1ccc(Br)cc1)NCCN1CCOCC1,2,-5,1.1,-11,3,-0.23,1,-8,1.3
COc1ccc(CNC(=O)C2CCN(S(=O)(=O)c3ccc(-c4nn[nH]n4)cc3)CC2)cc1,65*,-8,1.1,-9,-2,-0.69,0.3,6,1.2
O=C(c1ccc(N2CCCC2=O)cc1)N1CCOCC1,-29,-1,1,2,1,0,1.3,5,0.9
Cc1cc(C)nc(Nc2ccc(N3CCCC3)cc2)n1,-1,-8,0.9,5,8,0.86,1,-9,1.2
CN(Cc1ccccc1)C(=O)COC(=O)c1cc(-c2ccc(Cl)s2)nc2ccccc12,88*,-29,0.4,56*,-5,-0.18,0.1,3,1.1
Cc1ccc(C(=O)CSc2ncn[nH]2)cc1,53*,-7,0.5,49,1,0.11,0.5,3,2.3*
COc1ccc(C(=O)/C=C/Nc2ccc([N+](=O)[O-])cc2C)c(OC)c1,-10,-1,0.7,31,21,0.23,1.1,1,1.1
N#CC1(P(=O)(c2ccccc2)c2ccccc2)CC1,-1,-2,1.2,-16,.,0.08,1,-1,1
Cc1onc(-c2c(F)cccc2Cl)c1C(=O)Nc1nnc(-c2ccccc2)s1,-15,-1,1.2,-18,-8,-3.1*,1.1,6,0.9
Cc1cc(C)c2c(n1)nn1c(N3CCN(Cc4ccccc4)CC3)cc(C)nc21,41,.,0.8,17,.,-0.49,0.6,.,2.1*
COCCCN1C(=O)C(=O)/C(=C(/O)c2ccc(OC(C)C)cc2)C1c1ccncc1 (stereo not drawn),6,5,1.1,-14,-6,0.41,0.9,.,1.2
Cc1cc(C)n(-c2ccn(Cc3ccc(Cl)cc3Cl)c(=O)n2)n1,47,2,0.6,37,-6,-0.1,0.5,3,0.9
COCCN(CC(=O)Nc1ccccc1C)S(=O)(=O)c1ccc(S(=O)(=O)N2CCCC2)cc1,16,-4,0.9,5,-1,0.4,0.8,-5,0.9
COc1ccc(NC(=O)Cn2nnc(-c3ccccc3F)n2)cc1,14,-6,0.8,16,-10,0.11,0.9,-4,0.8
CC1(C)CC(=O)C2=C(C1)OC(=O)C2(NC(=O)c1cccs1)C(F)(F)F (stereo not drawn),56*,-9,1.1,-15,6,-0.17,0.4,-4,1.1
O=C(NCc1cccs1)c1nc2c(nnn2Cc2ccccc2Cl)c(=O)[nH]1,.,-4,.,.,-3,-2.6,.,-2,.
C=CCn1c(SCC(=O)Nc2cccc3ccccc23)nc(O)c(CC)c1=O,28,1,0.9,14,-1,0.01,0.7,8,1
O=C(NC(Cc1ccccc1)C(=O)O)c1ccc(S(=O)(=O)N2CCCCC2)cc1 (stereo not drawn),78*,-2,1,4,8,-1.1,0.2,9,1.5
COc1ccc(S(=O)(=O)N(C)CC(=O)Nc2ccccc2C(F)(F)F)cc1Cl,-94,2,0.5,53*,-2,-0.42,1.9,7,1.1
Cc1cc(C)nc(NC(=O)Nc2ccccc2C(F)(F)F)n1,-193,0,0.8,21,-7,-2.6,2.9*,.,0.9
CCN(CC)S(=O)(=O)c1ccc(Cl)c(C(=O)N2CCc3ccccc32)c1,12,0,0.8,24,7,-0.37,0.9,-1,1
CC(=O)n1nc(-c2ccco2)nc1SCc1ccccc1,31,2,0.3,66*,-2,.,0.7,-2,1
CSc1nc(C)c2c(n1)N(c1ccc(C(F)(F)F)cc1)CC2,9,-3,0.8,21,1,0.65,0.9,1,0.8
CCC(C)NC(=O)CSc1nnc(-c2ccncc2)n1-c1ccc(OC)cc1 (stereo not drawn),86*,7,0,100*,9,0.47,0.1,-5,1.3
Cc1sc2ncnc(Sc3nnnn3-c3ccc(Cl)cc3)c2c1C,14,-5,0.9,10,0,-1.5,0.9,-3,0.9
COC(=O)Nc1ccc(S(=O)(=O)N2CCCCC2)cc1,37,4,0.7,32,4,1.4,0.6,1,0.9
c1nnc(NC2=NCCC2)s1,1,7,1,-3,-3,0.65,1,2,1
CCOC(=O)Nc1sc(C(=O)N(CC)CC)c(C)c1C(=O)OCC,69*,9,0.5,50,4,0.34,0.3,5,1

Grouped by structure: the compounds so far with a COOH group
compound,CYP2C9 inh,Ecoli WT expand,CYP2C19 activ,CYP2C19 inhib,PostGolgi yeast,PTK2B oligo ant,CYP2C9 activ,EphB4 antag,PLAP activator
Cc1cc(C)n(CCSCC(=O)O)n1,-1,0,1,-2,13,0.2,1,1,1.1
O=C(NC(Cc1ccccc1)C(=O)O)c1ccc(S(=O)(=O)N2CCCCC2)cc1 (stereo not drawn),78*,-2,1,4,8,-1.1,0.2,9,1.5

Additional records follow.
compound,CYP2C9 inh,Ecoli WT expand,CYP2C19 activ,CYP2C19 inhib,PostGolgi yeast,PTK2B oligo ant,CYP2C9 activ,EphB4 antag,PLAP activator
CCc1ccccc1N1CC23C=CC(O2)C(C(=O)OC)C3C1=O (stereo not drawn),-1,6,1,1,-3,.,1,5,1
CC(C)CC(=O)c1c[nH]c(C(=O)NCC2CCCO2)c1 (stereo not drawn),-17,8,1.1,-12,-5,0.23,1.2,-2,1.1
COC(=O)C1=C(C)N(C)C(C)=C(C(=O)OC)C1c1ccsc1,91*,2,0.3,68*,15,-1.2,0.1,-7,1.1
CCN1CCN(CC(O)COc2ccc(Cl)cc2)CC1 (stereo not drawn),-32,-6,0.9,9,-1,0.13,1.3,-6,1
CCOC(=O)CSc1nc(C2CC2)cc(-c2ccc(F)cc2)c1C#N,46,4,0.8,18,2,-3.3*,0.5,3,0.8
CCOC(=O)C1(Cc2ccc(O)cc2)NC(c2ccccc2F)C2C(=O)N(C)C(=O)C21 (stereo not drawn),-15,-2,1,-4,3,0.86,1.2,2,1.1
c1ccc(CN2CCN(c3nc4ccccc4c4ccccc34)CC2)cc1,92*,-1,0.7,28,3,-0.18,0.1,-5,1.3
O=C(Cn1nc(-c2ccccc2)c2ccccc2c1=O)Nc1cccnc1,72*,-3,0.8,20,6,-1.1,0.3,0,1.2
CC(C)(Oc1ccc(Cl)cc1)C(=O)OCn1nnc2ccccc2c1=O,51*,8,1,4,2,.,0.5,2,1.4
CCOC(=O)c1ccccc1NC(=O)COC,12,6,0.9,6,2,0.17,0.9,1,0.9
Cc1cc(N2CCC(C)CC2)c(F)cc1[N+](=O)[O-],12,11,0.7,31,18,-0.26,0.9,-5,0.8

Screening results: PubChem, several laboratories
